From PubChem BioAssay
INS-1E GSIS act – GLuc luminescence reporter in INS-1E cells, primary screen for activators of glucose-dependent secretion of insulin. INS-1E GLuc reporter insulin secretion, 2-3 h. activation, % at 16.6 µM. actives 0.61% (n = 370,000). AID 743287;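 active means lowest replicate activation of at least 40%, so every replicate reaches that level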;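 further: 0% = median of neutral control wells and 100% = median of IBMX positive control wells; some compounds called inactive have numbers as strong as hits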
RAD52 anneal inh – RAD52 (human) annealing inhibition; P43351; recombinant RAD52 DNA annealing, FRET fluorescence; inhibition, % at 18.7 µM; actives 0.46% (n = 360,000); AID 651710;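 active means every replicate showing at least 50% inhibition; inconclusive means mean inhibition at least 50% but not in every replicate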
Target sequence (P43351 whole entry, looked up): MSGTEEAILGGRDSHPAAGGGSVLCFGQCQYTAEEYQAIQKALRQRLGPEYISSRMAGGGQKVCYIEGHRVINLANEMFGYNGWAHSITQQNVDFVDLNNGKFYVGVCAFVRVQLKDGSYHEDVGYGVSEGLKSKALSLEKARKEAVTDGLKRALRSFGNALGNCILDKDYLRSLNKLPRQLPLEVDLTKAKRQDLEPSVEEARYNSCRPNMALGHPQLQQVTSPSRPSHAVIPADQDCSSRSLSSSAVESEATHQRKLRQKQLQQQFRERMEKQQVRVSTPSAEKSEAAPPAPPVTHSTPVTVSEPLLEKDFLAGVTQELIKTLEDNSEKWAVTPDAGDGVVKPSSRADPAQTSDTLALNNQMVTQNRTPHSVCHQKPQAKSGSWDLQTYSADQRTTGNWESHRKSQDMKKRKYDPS
DENV2 CPE – protects cells from dengue virus 2 cytopathic effect. actives 1.7% (n = 350,000). DENV2-infected cells, cytopathic effect rescue, plate reader. AID 651640. CPE inhibition, % at 9.99 µM; in the data active means CPE inhibition above about 20%, passing the limit was not always enough; inconclusive means no clear call, values can overlap the other calls; tested in BHK-21 cells;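 further: 0% = median of neutral control wells and 100% = median of positive control wells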
CASP6 VEID inh – inhibitors of human caspase-6; actives 0.53% (n = 350,000); inhibition, % at 12.5 µM; purified caspase-6, Z-VEID-R110 cleavage fluorescence;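 active means mean inhibition across replicates at least about 35%, with every replicate also reaching that limit, limit read from the data; inconclusive means only one of the two criteria met; inactive means neither criterion met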;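 further: 0% = median of neutral control wells and 100% = no fluorescence left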
Target sequence (P55212 24-179 limits assumed): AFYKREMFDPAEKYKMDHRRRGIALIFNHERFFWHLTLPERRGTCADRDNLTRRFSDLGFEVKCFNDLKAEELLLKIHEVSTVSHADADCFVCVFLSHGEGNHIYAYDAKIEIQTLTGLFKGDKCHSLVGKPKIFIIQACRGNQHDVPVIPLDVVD
Target sequence (P55212 194-293 limits assumed): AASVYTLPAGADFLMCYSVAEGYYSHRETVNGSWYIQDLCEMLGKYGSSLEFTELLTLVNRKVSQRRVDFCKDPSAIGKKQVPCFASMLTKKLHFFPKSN
XiGFP reactiv – X-chromosome reactivation activator; actives 0.055% (n = 360,000); activation, % at 7.58 µM; XiGFP mouse fibroblasts, % GFP-positive cells imaging, 3 d; cells co-treated with 5-aza-dC sensitizer; scaled so ellipticine positive control = 100%;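 active means mean normalized replicate activation at least 10% and every replicate at or above 10%; inconclusive means only one of the two criteria met; inactive means mean below 10% and not all replicates reach 10%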;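 further: 0% = median of on-plate neutral control wells and 100% = ellipticine 6 µM median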
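Material: SV40-immortalized XiGFP fibroblast cells, line 68-5-11 | Buffer or medium: DMEM containing 5-aza-dC | Dosing: One concentration, pinned | Times: 3 d treatment, 15 min room-temperature fixation | Controls: Ellipticine 6 µM positive control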
F508del corr – CFTR F508del correction in bronchial cells | CFBE cells, YFP halide quenching; stimulated with forskolin plus potentiator P3; % fluorescence drop versus neutral controls | activity (quench increase), % at 7.58 µM | actives 0.36% (n = 350,000) | AID 720511;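 active means mean added fluorescence quench of at least 8% versus neutral control, with both replicates also reaching 8%; inconclusive means only one of the mean or replicate conditions met; inactive means mean below 8% and not both replicates reaching 8%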;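 further: cells transiently co-express mutant CFTR-F508del with the halide-sensitive YFP; corrector assay measuring rescue of mutant channel to the surface after 24 h compound exposure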
E-selectin induc – induces E-selectin expression in human endothelial cells; HUVEC E-selectin immunofluorescence imaging; normalized: neutral wells 0, TNF-alpha wells 100; actives 0.37% (n = 260,000); P16581; activation, % at 7.58 µM;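 active means mean E-selectin-positive cell signal at least 10% of the positive control, reached in at least 60% of replicates, without over 20% cell loss; inconclusive means no rule given, readout overlaps actives, possibly toxicity-flagged; inactive means the rest, including those meeting only one limit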;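 further: in these data hits start at about 27%; measured in HUVEC primary endothelial cells; signal is the percent of cells scored E-selectin positive by PE staining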
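Material: HUVEC primary endothelial cells; Amount: 3,000 cells per well; Dosing: single concentration; Medium: EGM-2 growth medium on 0.1% gelatin-coated wells; Read-out basis: percent E-selectin-positive cells; Signal: immunofluorescence imaging; Control set: TNF-alpha, DMSO.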
RAD54 branch – RAD54 (human) branch migration inhibition; Q92698; RAD54 Holliday junction branch migration, FAM/BHQ fluorescence; inhibition, % at 10.4 µM; actives 0.14% (n = 360,000); AID 602329;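 active means mean normalized replicate activity at least 40 and at least half of replicates scoring 40 or more; inconclusive means only one of the two criteria met; inactive means mean below 40 and under half of replicates reaching 40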;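 further: 0% = median of neutral control wells and 100% = median of positive control wells; inhibitors cause a drop in the FAM fluorescence signal; in these data hits start at about 50%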
* marks the source's active call; other numbers are inactive results; u = inconclusive; x = no result given.

SMILES | INS-1E GSIS act | RAD52 anneal inh | DENV2 CPE | CASP6 VEID inh | XiGFP reactiv | F508del corr | E-selectin induc | RAD54 branch
COc1cc(CNCCCN2CCOCC2)cc(Br)c1OCc1ccc(Cl)cc1 | -10 | 49 | -1 | -51 | 0.0 | -4.5 | x | 13
CCCN1[C@H](C(=O)NC2CCCC2)[C@@H](CO)[C@@H]2Cn3c(ccc(-c4cccnc4)c3=O)[C@@H]21 | -6 | 9 | -9 | 0 | -0.1 | -1.0 | -0.4 | x
COc1ccc(S(=O)(=O)N(C)C[C@H]2OCCCC[C@@H](C)Oc3ccc(NC(=O)c4ccccc4)cc3C(=O)N([C@H](C)CO)C[C@@H]2C)cc1 | -10 | -33 | 1 | -1 | -0.6 | -0.5 | 0.3 | -3
CC(=O)Nc1nnc(S(=O)(=O)N2CCN(c3ccc([N+](=O)[O-])cc3Cl)CC2)s1 | -2 | -12 | -8 | 1 | -0.1 | -2.1 | x | 1
Nc1ncnc(NCc2ccc(F)cc2)c1[N+](=O)[O-] | 8 | -1 | -3 | 1 | 0.1 | -1.4 | x | x
CCc1cccc(CC)c1NC(=O)COC(=O)/C(C#N)=C/c1ccc(OC)cc1 | x | -46 | -3 | 0 | 0.6 | x | -0.3 | x
COc1ccc(S(=O)(=O)N(C)C[C@@H]2OCCCC[C@@H](C)Oc3ccc(NS(=O)(=O)c4ccc(F)cc4)cc3C(=O)N([C@@H](C)CO)C[C@@H]2C)cc1 | -7 | 4 | x | 0 | 0.2 | 1.4 | 0.1 | 10
COc1ccc(NC(=O)Nc2ccc3c(c2)CC(=O)N([C@@H](C)CO)C[C@H](C)[C@@H](CN(C)C(=O)Nc2c(C)noc2C)O3)cc1 | 4 | x | -1 | x | -0.1 | -1.9 | 0.1 | 4
Cc1[nH]c(=O)[nH]c(=O)c1Cc1cccc2ccccc12 | 31 | -7 | x | -3 | 0.1 | 0.1 | 0.8 | x
COc1ccc(Oc2coc3cc(OC(=O)/C=C/c4ccccc4)ccc3c2=O)cc1 | 19 | -15 | -9 | -4 | 0.1 | -1.5 | x | -5
CCOc1ccc2[nH]c3nc(SCC(=O)OC(C)C)nnc3c2c1 | x | -12 | 1 | 0 | -0.1 | x | x | -1
C[C@H](O)C#Cc1ccc2c(c1)O[C@@H](CN(C)C(=O)C1CCCCC1)[C@@H](C)CN([C@H](C)CO)S2(=O)=O | 13 | -1 | -13 | 0 | 0.3 | -0.7 | x | -5
C=Cc1ccc(CN2CCCN(Cc3ccc(F)cc3)S2(=O)=O)cc1 | -15 | -10 | 6 | 1 | 0.2 | -3.1 | x | -7
Cc1nc2cc(Oc3nc(NCCN(C)C)nc4ccsc34)ccc2s1 | 5 | 78* | -2 | -73 | 0.1 | -2.5 | 0.3 | 23
CCOc1ccc(NC(=O)OCCN2CCN(CCc3ccccc3)C(C)C2)cc1 (centres undefined) | -5 | -11 | -1 | -4 | 0.3 | -0.4 | 0.0 | 1
C[C@@H]1CN([C@H](C)CO)C(=O)c2cc(C#Cc3cccc(F)c3)cnc2O[C@@H]1CN(C)Cc1ccccn1 | -2 | -1 | 18 | 2 | -1.1 | 0.7 | 1.1 | -1
O=C([C@@H]1CCCN1C(=O)c1cccs1)N1CCN(S(=O)(=O)c2ccccc2F)CC1 | 3 | -8 | -1 | -5 | 0.2 | -1.6 | 1.1 | -7
CSc1cccc(NC(N)=O)c1 | 1 | -3 | 7 | -3 | -0.1 | 0.0 | x | -2
COCC(=O)Nc1ccc2c(c1)C(=O)N(C)C[C@@H](OC)[C@@H](C)CN(Cc1cccnc1)[C@@H](C)CO2 | 9 | -7 | -4 | 1 | 0.5 | -2.7 | -0.2 | -7
CCOc1ccc(Nc2ccc(N)c(S(=O)(=O)O)c2)cc1 | -8 | -25 | -5 | 92* | 0.2 | 1.4 | -0.1 | -2
CCC(=O)N1C[C@@H](C)[C@H](OC)CN(C)C(=O)c2ccc(NC(=O)c3cc(C)on3)cc2OC[C@@H]1C | 2 | x | x | x | 0.3 | 0.4 | -0.2 | -3
N#C[C@H]1[C@@H](c2ccc(C#CC3(O)CCCC3)cc2)[C@@H](CO)N1C(=O)C1CCCC1 | 7 | 8 | -11 | 3 | 0.0 | 3.9 | 0.0 | -14
Cc1ccc(C(C)(C)NC(=O)C2CCC(=O)N(C3CCCCCC3)C2)cc1 (centres undefined) | -1 | -17 | 6 | 1 | 0.3 | 2.3 | x | 3
Cc1ccc(Cn2cc(CN3CC(N4CCCC4)CS3(=O)=O)nn2)cc1 (centres undefined) | 0 | -18 | 2 | -1 | 0.0 | 1.1 | -0.3 | x
Cc1ccc2c(c1)C1CN(C)CCC1N2C(=S)NC(=O)c1ccc(Cl)cc1Cl (centres undefined) | -6 | 3 | 0 | -6 | 0.1 | 1.0 | x | x
O=C(NC1CCCCC1)N1CCN(Cc2ccco2)CC1 | 2 | -16 | x | 1 | 0.5 | 0.9 | x | x
C[C@H]1CN([C@@H](C)CO)S(=O)(=O)c2ccc(/C=C/c3ccccc3)cc2O[C@@H]1CN(C)C(=O)Nc1ccc(F)cc1 | -23 | 21 | 6 | 0 | -1.0 | 10* | 1.1 | 8
COc1ccc(Cc2nc3ccc(C(=O)N(C)Cc4nccn4C)cc3o2)cc1 | x | 1 | -16 | 1 | 0.0 | -3.5 | x | -7
CC(=O)c1cccc(NC(=O)C2(C)Cc3c(-c4cccc(C(N)=O)c4)ccnc3O2)c1 (centres undefined) | 7 | -13 | 4 | 0 | 0.1 | -1.0 | 0.1 | -9
CCOC(=O)CCCCCC(=O)Nc1ccc2c(c1)C(=O)N([C@H](C)CO)C[C@@H](C)[C@@H](CN(C)S(=O)(=O)c1ccc(C)cc1)OCCCC[C@H](C)O2 | -57 | 0 | u | 1 | 0.2 | 0.0 | 1.7 | x
COc1ccccc1C(=O)NNC(=O)c1ccccc1 | 4 | -11 | 2 | -1 | 0.0 | -3.8 | x | 2
COCC(=O)N1C[C@H](C)[C@@H](OC)CN(C)C(=O)c2ccc(NC(=O)Nc3ccccc3)cc2OC[C@@H]1C | 2 | -5 | -2 | 1 | 0.1 | 0.1 | 0.2 | x
C[C@@H]1CN([C@@H](C)CO)C(=O)Cc2cc(NS(=O)(=O)c3ccc(Cl)cc3)ccc2O[C@H]1CN(C)CC1CC1 | -6 | 27 | -2 | 0 | -0.8 | 2.9 | 1.1 | 2
CN1CCN2c3ncccc3Cc3ccccc3C2C1 (centres undefined) | x | -3 | -6 | 1 | 0.0 | 0.3 | -0.3 | 10
C[C@H]1CN([C@@H](C)CO)C(=O)Cc2cc(NS(C)(=O)=O)ccc2O[C@@H]1CN(C)C(=O)NC1CCCCC1 | 14 | 3 | 1 | -4 | 0.0 | -3.4 | 1.7 | 2
C[C@H](CO)N1C[C@H](C)[C@@H](CN(C)Cc2ccc(C(=O)O)cc2)Oc2ccc(NC(=O)Nc3ccccc3)cc2C1=O | 24 | 0 | -4 | -2 | -0.1 | 0.8 | -0.2 | 12
COc1cc(/C=C(\C#N)c2ccccn2)cc(OC)c1O | 18 | -106 | 6 | 6 | 0.4 | 8.0 | 1.8 | x
OC[C@H]1[C@@H](c2ccccc2)C2(CN(Cc3cccnc3)C2)N1Cc1ccncc1 | -1 | -17 | -3 | -1 | 0.0 | 0.1 | 1.3 | x
O=C(O)c1cc(N/N=C/c2ccc3c(c2)OCCO3)ccc1Cl | 5 | -9 | -10 | -3 | 0.0 | 2.4 | x | x
COc1ccc(/C=C(/NC(=O)c2cccs2)C(=O)NCc2ccco2)cc1OC | 1 | -3 | 4 | 4 | 0.0 | -1.3 | x | 9
CCCCN(C(=O)c1ccc2c(c1)S(=O)(=O)N=C1CCCCCN12)c1c(N)n(CCCC)c(=O)[nH]c1=O | 8 | -20 | -7 | -1 | 0.0 | -2.4 | 1.9 | x
C[C@H](CO)N1C[C@H](C)[C@H](CN(C)C(=O)Nc2cccc3ccccc23)Oc2ccc(NS(=O)(=O)c3cn(C)cn3)cc2CC1=O | 4 | -1 | 2 | 0 | -0.1 | -0.8 | -0.4 | 3
CC(C)(C)OC(=O)N1CCC(c2cc(-c3cccs3)n[nH]2)CC1 | -12 | -6 | 3 | x | 0.1 | 1.2 | x | -16
Cn1nc(C(=O)N2CCN(c3ccccc3F)CC2)c2c1-c1ccccc1S(=O)(=O)C2 | -2 | -6 | -3 | 1 | 0.0 | -0.4 | -0.1 | x
CCOc1cc(N2CCOCC2)c(OCC)cc1NC(=O)c1ccc2ccccc2n1 | 14 | -28 | 2 | 3 | 0.0 | -3.4 | x | x
CCOC(=O)c1oc2ccc(S(=O)(=O)n3nc(-c4ccccc4)cc3N)cc2c1C | -4 | -41 | -7 | -3 | 0.9 | 8.2* | 1.1 | -24
COc1ccc2c3c(n(C)c2c1)[C@H](CO)N(S(C)(=O)=O)CC31CCN(CC2CCCC2)CC1 | 7 | 5 | -9 | -2 | 0.2 | 0.9 | -0.2 | x
O=C(NC(=S)NC1CCCCC1)c1ccccc1[N+](=O)[O-] | -4 | -5 | u | 0 | 0.0 | 0.0 | 0.2 | -4
CC(C)C(NC(=O)c1ccccc1)C(=O)OCC(=O)N1CCCC1 (centres undefined) | 18 | -5 | 9 | 2 | 0.1 | -0.2 | -2.2 | 5
Cc1ccc(CCNC(=O)CN(c2ccc(C)cc2)S(=O)(=O)c2c(C)noc2C)cc1 | 1 | -4 | 5 | -6 | 0.1 | -1.5 | x | -2
Cc1ccc(CN2C(=O)C(Cc3ccccc3)Nc3ncnc(N4CCOCC4)c32)cc1 (centres undefined) | 2 | -7 | 4 | 2 | 0.0 | 5.5 | -0.3 | -3
CN1CCN(NC(=S)NC2CCCC2)CC1 | 0 | 0 | 5 | -4 | -0.1 | -0.6 | x | x
CCCC(C)c1nnc(NC(=O)c2cc(C(=O)OC)cc([N+](=O)[O-])c2)s1 (centres undefined) | -29 | -11 | 4 | 1 | x | 2.0 | x | -2
O=C(c1ccc(C(F)(F)F)cc1)N1CCN(S(=O)(=O)c2ccc3c(c2)OCCCO3)CC1 | -28 | -2 | u | 5 | 0.1 | -3.3 | 0.7 | -1
COc1ccc(S(=O)(=O)N2CCC(C(=O)Oc3c(OC)cccc3OC)CC2)cc1OC | 11 | -6 | 12 | 1 | 0.2 | 3.4 | -0.1 | -3
O=C(COC(=O)c1c2c(nc3ccccc13)/C(=C\c1cccs1)CCC2)Nc1ccccc1 | 8 | -21 | x | -5 | -0.1 | -0.6 | x | x
O=S(=O)(c1cccc(Cl)c1)N1CN(CC2CCCO2)c2nc3ccccc3nc21 (centres undefined) | 12 | -40 | -5 | 6 | 0.0 | -0.5 | -0.3 | -1
NC(=O)N/N=C/c1sc(=O)n(-c2ccccc2)c1Cl | 4 | -70 | 0 | -5 | -0.1 | 1.3 | x | x
O=C(COC(=O)CC1CC2CCC1C2)Nc1ccc(F)cc1 (centres undefined) | -19 | -14 | 0 | 5 | 0.0 | 0.2 | 0.6 | x
